Compound activity (PubChem)
AID2073: inhibitors of Mint1-CaV2.2 protein interaction, biochemical, HTRF (AID 2073); Voltage-dependent N-type calcium channel subunit alpha-1B (Homo sapiens); HTRF protein-protein interaction, Mint1-CaV2.2; higher % means a stronger effect; inhibition, % at 20 µM, or IC50 in µM where a hit was titrated; 0.19% of 290,000 active; in the data active = inhibition mostly above about 51%, no sharp cut-off; inconclusive = no clear call, values can overlap the other calls; inactive = mostly below about 53%; also: some results filed as inactive read as strong as hits
XIAP displacement: XIAP antagonists, biochemical, IAP family, fluorescence polarization (AID 1018); E3 ubiquitin-protein ligase XIAP (Homo sapiens); XIAP BIR domain, fluorescence polarization peptide displacement; higher % means a stronger effect; one-dose displacement, % at 20 µM; IC50 in µM for titrated hits; 0.007% of 200,000 active; in the data active = displacement above about 50%; also: a part of the inactive calls stands beside numbers as strong as those of hits
SIAH1 antagonists: Siah-1 peptide-binding antagonists, primary screen, biochemical, fluorescence polarization, rhodamine-plectin, uHTS (AID 1817); Siah-1 / rhodamine-plectin peptide fluorescence polarization; higher % means a stronger effect; displacement, % at 20 µM, or IC50 in µM where a hit was titrated; 0.02% of 290,000 active;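 active = displacement of at least 50% at 20 µM, with a fluorescence ratio check between 0.3 and a set limit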;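 also: plate controls were Siah plus tracer with DMSO for no effect and tracer alone without Siah for full effect; strong numbers were not always called active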
LYP inhibition: inhibitors of LYP phosphatase, biochemical, fluorescence intensity, uHTS (AID 1779); Tyrosine-protein phosphatase non-receptor type 22 (Homo sapiens); recombinant LYP phosphatase, fluorescence intensity; higher % means a stronger effect; inhibition, % at 11.5 µM, or IC50 in µM where a hit was titrated; 0.054% of 290,000 active; in the data active = inhibition above about 50%;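 also: plate controls were vehicle with enzyme for no effect and no enzyme for full effect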
SV40 large T antigen: SV40 large T antigen inhibitors, biochemical (AID 1903); SV40 large T antigen ATPase/helicase inhibition assay; higher % means a stronger effect; 0.39% of 310,000 active; inhibition, % at 20 µM, or IC50 in µM where a hit was titrated; in the data active = a potency from the dose series; inconclusive = inhibition mostly from about 32% at the one dose, without a potency; inactive = the rest, 99 in 100 with inhibition below about 32%; also: strong numbers were not always called active
RSV CPE inhibition: RSV antiviral activity via CPE protection, HEp-2 cells, primary 10 µM value included (AID 2391). HEp-2 cells, RSV-induced CPE inhibition; higher % means a stronger effect. CPE inhibition, % at 10 µM, or IC50 in µM where a hit was titrated. 0.13% of 310,000 active; in the data active = a potency from the dose series; inconclusive = CPE inhibition mostly from about 23% at the one dose, without a potency; inactive = the rest, 99 in 100 with CPE inhibition below about 21%; also: strong numbers were not always called active
MgcRacGAP inhibition: MgcRacGAP GTPase-activating activity inhibitors, confirmation, biochemical, ADP Hunter fluorescence; 0.6% of 340,000 active; MgcRacGAP-stimulated Rac1 GTP hydrolysis, ADP Hunter fluorescence; higher % means a stronger effect; GST-tagged Rac1 F28L mutant substrate; AID 624330, 2012; one-dose inhibition, % at 30 µM; IC50 in µM for titrated hits; Rac GTPase-activating protein 1 (Homo sapiens);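 active = first-screen hits whose inhibition reached a set limit at any dose in the follow-up dose series; inconclusive = inhibition above the set first-screen limit but never retested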;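 also: fluorescence reports GDP produced by GAP-driven GTP hydrolysis; strong numbers were not always called active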
HIV fusion peptide: inhibitors of HIV fusion peptide binding, primary screen, biochemical, uHTS, fluorescence dequenching (AID 1986); one-dose inhibition, % at 20 µM; IC50 in µM for titrated hits; cell-free peptide binding, fluorescence dequenching, 30 min; higher % means a stronger effect; 0.3% of 290,000 active; in the data active = inhibition mostly above about 52%, no sharp cut-off; inactive = mostly below about 76%; also: some results filed as inactive read as strong as hits
NS5 inhibitors: Dengue-2 NS5 methyltransferase inhibitors, primary screen, biochemical, confirmation dose response (AID 588689) | Dengue-2 NS5 methyltransferase capping enzyme assay, biochemical; higher % means a stronger effect | 0.3% of 340,000 active | inhibition, % at 25 µM, or IC50 in µM where a hit was titrated | Genome polyprotein (Dengue virus type 2 (strain 16681-PDK53)); in the data active = a potency from the dose series; inconclusive = inhibition above about 29% without an active follow-up result
NS5 inhibitors pilot replicate: recorded beside NS5 inhibitors, whose call it bears; inhibition, %; measured here: pilot screen replicate inhibition
Numbers without * were called inactive; ? = inconclusive; . = not tested or not shown. Outcome played no part in choosing rows; 1.7% or so of the library scored in one or more.

SMILES | AID2073 | XIAP displacement | SIAH1 antagonists | LYP inhibition | SV40 large T antigen | RSV CPE inhibition | MgcRacGAP inhibition | HIV fusion peptide | NS5 inhibitors | others
CCOCCCn1c(NN)nc2ccccc2c1=O | 17% | -4.0% | 4% | -3% | 11% | 3.2% | -6% | -2.6% | -3%
CN(C(=O)COC(=O)CSc1cc(Cl)ccc1Cl)c1c(N)n(Cc2ccccc2)c(=O)[nH]c1=O | . | . | . | . | 13% | -0.9% | 9% | . | -4%
CCOC(=O)c1cc[nH]c1CC(=O)NC | 2% | . | -1% | -9% | 2% | 0.8% | 3% | -1.5% | -5%
Cc1ccc2nc(-c3ccncc3)c(NC3CCCC3)n2c1 | -1% | -8.9% | 4% | -6% | 11% | -1.9% | -17% | -1.5% | -2%
CCOc1ccc(-c2cccc(NC(=O)COc3ccccc3)c2)nn1 | -6% | . | -5% | -13% | 11% | 0.6% | 7% | -1.0% | -5%
O=C(COc1ccc(Cl)cc1Cl)N/N=C/C1CC=CCC1 (configuration not stated) | 2% | . | -2% | -8% | -1% | 0.4% | 6% | 0.0% | 0%
CN(C)/C=N/NC(=O)c1ccccc1 | 2% | -5.7% | -2% | -10% | 14% | 3.1% | 2% | -2.4% | -4%
COCCn1c(SCc2nc3sc(C(=O)OC)c(C)c3c(=O)[nH]2)nc2ccccc21 | ? | -8.0% | -4% | -4% | 2% | 0.8% | 4% | 4.7% | -28%
CCOC(=O)N1CCN(C(=O)CC(=O)Nc2ccc3nc4n(c(=O)c3c2)CCCCC4)CC1 | 14% | -7.0% | -6% | -3% | 4% | 1.4% | 16% | 5.3% | -11%
S=c1nc(C23CC4CC(CC(C4)C2)C3)[nH][nH]1 | -31% | . | -3% | -6% | 25% | 0.5% | 3% | -0.9% | -13%
Cc1cc(NC(=O)COC(=O)c2ccc(S(=O)(=O)N3CCCc4ccccc43)cc2)no1 | -5% | -3.6% | -7% | -1% | 0% | -0.2% | 6% | -0.7% | -4%
COc1cc(NC(=O)c2ccc(C)cc2C)ccc1NC(=O)c1cc2ccccc2o1 | 32% | . | 5% | -4% | 19% | 0.6% | 0% | 1.6% | -3%
CCN(CC)c1ccc(/C=C2/C(=O)c3ccc(C(=O)O)cc3C2=O)cc1 | 38% | -9.7% | 10% | 10% | 38% | 0.5% | ? | 150% | ?
CNC(=O)C(=O)NCC1OCCCN1S(=O)(=O)c1cccs1 (configuration not stated) | -3% | -6.8% | -1% | -8% | 4% | 1.2% | 4% | -1.0% | 0%
O=C(NCCCN1CCOCC1)c1ccc(Br)cc1 | 0% | -1.4% | -5% | -9% | 13% | 0.5% | 7% | 22% | -5%
COc1ccc(NC(=O)c2cccc(NS(=O)(=O)c3ccccc3)c2)cc1 | 4% | . | -7% | -4% | 9% | 8.2% | 9% | 0.7% | .
Cc1ccc(N2CC(C(=O)N3CCC(C(=O)Nc4nncs4)CC3)CC2=O)cc1 (configuration not stated) | 5% | . | 7% | -6% | 2% | 2.3% | 5% | -0.9% | -8%
O=[N+]([O-])c1ccc(/C=C/C2=NN(c3ccccc3)C(c3ccco3)C2)cc1 (configuration not stated) | 20% | -16% | 13% | 15% | 1% | 3.5% | 16% | 35% | .
CCOC(=O)C1CCN(C(=S)Nc2ccc(Cl)cc2C)CC1 | -15% | -6.4% | 6% | -5% | 0% | 0.9% | 10% | 1.0% | -9%
Cc1ccc(/C=C/C(=O)OCC(=O)NC(C)C)o1 | 21% | -7.1% | 2% | 3% | 2% | 0.4% | 5% | -0.7% | 8%
O=C(Nc1cnn(Cc2ccc(F)cc2)c1)C(c1ccccc1)c1ccccc1 | -5% | -9.5% | 2% | -1% | 1% | -0.3% | -1% | -0.3% | -5%
OCCC1CN(Cc2ccc(F)cc2)CCN1CCCc1ccccc1 (configuration not stated) | -2% | . | 10% | -8% | 10% | -0.5% | 7% | 0.6% | 0%
CN(C(=O)CC(NC(=O)c1ccccc1Cl)c1ccccc1)c1ccccc1 (configuration not stated) | -4% | . | 4% | -8% | 13% | 2.0% | 7% | 0.0% | -3%
COC(=O)c1cc(C(=O)OC)cc(N2C(=O)CC(NNC(=O)c3ccccc3Cl)C2=O)c1 (configuration not stated) | 10% | -3.3% | -1% | -8% | 4% | 1.4% | 1% | 3.3% | 87%
CCCCc1c(C)nc2c(OC)cccc2c1SCC(=O)O | 10% | . | 1% | -1% | 5% | 0.8% | 9% | 0.0% | -3%
C=CCN1C=C2C(=O)C(C)(OC(=O)C3CCCC3)C(=O)C(c3ccccc3)=C2C=C1CCCC(=O)OC (configuration not stated) | -9% | . | 2% | -9% | 11% | -0.9% | -1% | 1.8% | 12%
CCC(CO)NCc1ccc2c(c1)n(C)c(=O)n2C (configuration not stated) | -2% | -2.9% | 1% | -7% | 4% | 0.5% | 8% | -1.8% | -7% | NS5 inhibitors pilot replicate=-7.0
CCOc1ccc(N(Cc2nnc3n2CCCCC3)C(=O)Nc2cccc(C)c2)cc1 | -1% | -4.4% | -1% | -2% | 22% | 0.8% | 5% | 1.2% | -12%
CNC(=S)N1CCN(c2ccc(Cl)c(Cl)c2)CC1 | -8% | -3.5% | -1% | -4% | 4% | 39% | 14% | 0.7% | -4%
C#CCn1c(S(=O)(=O)Cc2ccc(F)cc2)nc(-c2ccccc2)c1-c1ccccc1 | 5% | -5.0% | -1% | 8% | 1% | 5µM* | 12% | -1.0% | 2%
COC(=O)CSc1nnc(CNS(=O)(=O)c2ccc(Cl)cc2)n1C | -6% | -1.9% | -1% | -5% | -1% | 2.3% | 18% | 0.8% | 2%
CCc1ccc(C2CC(c3ccc(F)cc3)Nc3nc(N)nn32)cc1 (configuration not stated) | 0% | -2.2% | -4% | 2% | -4% | 3.2% | -5% | -2.5% | -3%
O=C1C=CC(=O)N1c1ccc(OC(F)F)cc1 | 33% | -5.7% | 11% | -2% | ? | 1.6% | 0% | 4.6% | -23%
COc1ccc(-c2cc(C3CCNCC3)[nH]n2)cc1 | 7% | . | -2% | -9% | 4% | -2.7% | 3% | -3.9% | -4%
Cc1oc(-c2ccc(Cl)cc2)nc1CN1CCC(C(=O)NCc2cccs2)CC1 | 6% | -18% | -1% | -4% | -1% | 0.4% | 8% | 1.9% | -5%
O=C(CN1C(=O)NC(Cc2ccccc2)(Cc2ccccc2)C1=O)NCC1CCCCC1 | -2% | -6.0% | 0% | -1% | 0% | 6.5% | 1% | -2.5% | 1% | NS5 inhibitors pilot replicate=-0.5
CCOC(=O)c1ccc(NC(=O)COc2ccc(S(=O)(=O)NC(C)(C)C)cc2)cc1 | 14% | -3.7% | 8% | -7% | 4% | 0.7% | 7% | 6.3% | .
O=C(Cc1ccccc1)NCC(=O)OCC(=O)c1ccc(OC(=O)c2ccccc2)cc1 | 30% | -4.3% | 7% | -7% | 6% | 2.8% | 0% | 10% | 5%
O=C1CCN(CCCc2ccccc2)CCN1CCO | 13% | . | -6% | -6% | 2% | -1.8% | 8% | -0.8% | 6%
COC(=O)c1ccc(S(=O)(=O)N2CCCN(Cc3cccc(Br)c3F)CC2)n1C | -17% | . | -7% | -7% | 17% | . | 4% | -0.8% | 5%

Arranged by formula weight (falling): part of the list above.
SMILES | AID2073 | XIAP displacement | SIAH1 antagonists | LYP inhibition | SV40 large T antigen | RSV CPE inhibition | MgcRacGAP inhibition | HIV fusion peptide | NS5 inhibitors | others
Cc1ccc(N2CC(C(=O)N3CCC(C(=O)Nc4nncs4)CC3)CC2=O)cc1 (configuration not stated) | 5% | . | 7% | -6% | 2% | 2.3% | 5% | -0.9% | -8%
O=C(COc1ccc(Cl)cc1Cl)N/N=C/C1CC=CCC1 (configuration not stated) | 2% | . | -2% | -8% | -1% | 0.4% | 6% | 0.0% | 0%
CCOC(=O)c1cc[nH]c1CC(=O)NC | 2% | . | -1% | -9% | 2% | 0.8% | 3% | -1.5% | -5%

(list continues)
SMILES | AID2073 | XIAP displacement | SIAH1 antagonists | LYP inhibition | SV40 large T antigen | RSV CPE inhibition | MgcRacGAP inhibition | HIV fusion peptide | NS5 inhibitors | others
Cc1cc(-c2sccc2Br)nc(-n2cccc2)n1 | 46% | -3.0% | 15% | -6% | 3% | . | -5% | 30% | -13%
CC(C)[C@H](NC(=O)[C@@H]1Cc2ccccc2CN1)C(=O)Nc1ccc2c(c1)OCCO2 | 0% | . | 2% | -9% | 10% | 1.4% | 9% | -0.1% | -1%
Oc1ccccc1C(=S)N1CCCCCC1 | -19% | -0.5% | -3% | -13% | 47% | -0.7% | 3% | -0.7% | -14% | NS5 inhibitors pilot replicate=-2.4
CCOc1ncccc1C(=O)OCC(=O)Nc1cccc(S(N)(=O)=O)c1 | -2% | -0.3% | 0% | 0% | 10% | -0.2% | 8% | 0.9% | -1%
O=C(CNC(=O)c1ccccc1)Nc1cccc(C(F)(F)F)c1 | -4% | 1.9% | 4% | -1% | 0% | 1.1% | 11% | 1.7% | 1%
COc1ccc(/C=C\c2onc(C)c2S(=O)(=O)N2CCC(C(=O)NCCC(C)C)CC2)cc1 | 45% | -4.7% | 1% | -3% | 11% | -0.3% | 2% | 2.7% | -5%
C=CCn1c(-c2cccs2)nc2nc3ccccc3nc21 | ? | -0.3% | 3% | -37% | 10% | 3.4% | 14% | -1.4% | -8%
CCOc1cc(C(=S)N2CCOCC2)ccc1OS(=O)(=O)c1ccc(OC)cc1 | 3% | . | 5% | -3% | 2% | 11% | 4% | -1.6% | -5%
Cn1nc([N+](=O)[O-])nc1Oc1ccc2ccccc2c1 | -1% | -1.9% | -2% | -4% | 8% | -0.3% | 3% | 0.0% | -8%
CCCCn1c(N)c(N(CCC(C)C)C(=O)CC2CCCC2)c(=O)[nH]c1=O | . | . | . | . | 19% | -2.5% | 6% | . | -12%
COc1ccc(S(=O)(=O)N2CCN(c3nc(C)cc(C)n3)CC2)cc1 | 10% | . | 4% | -4% | 5% | 0.5% | 12% | 2.0% | -3%
CC(C)C(C)NC(=O)Cn1cnc2c(oc3ccccc32)c1=O (configuration not stated) | 8% | . | 1% | -8% | 9% | 2.2% | 1% | 1.1% | -9%
Cc1cc(C(=O)Cn2nc(C(=O)O)c3ccccc3c2=O)c(C)n1C1CC1 | 10% | -6.6% | -1% | 0% | 6% | 1.6% | -6% | 0.6% | 0%
Cc1cc(/C=N/NC(N)=S)c(C)n1-c1ccc(Br)cc1 | 12% | -8.6% | -5% | -4% | -10% | 18% | 9% | -1.6% | -1%
COc1ccc(CCN=Cc2c(C)[nH]n(-c3ccc([N+](=O)[O-])cc3)c2=O)cc1OC | -40% | -23% | 7% | -4% | 4% | 1.2% | 11% | 2.1% | -2%
CCCCN(C)C(=O)c1nc2ccccn2c1CN1CCN(c2ccccn2)CC1 | 3% | -17% | 8% | -2% | 11% | -0.9% | 5% | -0.6% | -4%
Cc1c(C(=O)O)oc2c1C(O)CCC2 (configuration not stated) | -4% | 0.5% | 9% | -8% | 9% | -0.2% | 3% | -1.8% | 5%
